Diaph inh CS: counter-screen for diaphorase-based assays: diaphorase inhibitors and chemical oxidizers; diaphorase resazurin-to-resorufin fluorescence, NADH, 16 min; bacterial (C. kluyveri) enzyme, not human; inhibition, % at 20 µM; actives 0.69% (n = 190,000); AID 1217;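 active = primary screen inhibition at 20 µM above a set limit, cut at about 50% in these data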;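 note: plate controls were DMSO with full reaction for no effect and wells lacking NADH for full effect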
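Assay system: diaphorase enzyme from Clostridium kluyveri. Quantity: enzyme working solution with 0.14 U/mL diaphorase. Schedule: reaction incubation of 16 min at room temperature. Technique: resorufin fluorescence, excitation 544 nm, emission 590 nm. Controls: No-NADH positive control and DMSO neutral control.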
FLuc act counter: firefly luciferase counter-screen for stimulation assays; P08659; ATPlite luciferase biochemical, luminescence, 10 min; 0 = ATP-free wells, 1 = DMSO control; activation factor at 10 µM; 200,000 tested, under 10 active; AID 1027;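 active = luciferase activation factor, scaled between plate controls, of at least 2 with compound at 10 µM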
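Material: Luciferase/luciferin reagent mix | Doses: Test compounds dosed from 2 mM stocks in 100% DMSO | Timing: 10 min incubation after luciferase reagent addition, room temperature | Measured by: Luminescence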
APP 5'UTR act: APP 5'UTR luciferase reporter activation; SH-SY5Y APP 5'UTR luciferase reporter, luminescence; zero percent = DMSO vehicle wells; activation, % at 2 µM; actives 1% (n = 190,000);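 active = activation above a set limit, based on mean plus 3 SD of controls, cut at about 140% in these data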; note: values of inactives mirror those of a sister screen read the other way
NF-kB expr up: raises NF-kB expression in human neuronal cells | NF-kB reporter expression; stronger effect = higher value | actives 1.6% (n = 190,000) | fold change at 12.5 µM | AID 1239; in the data active = fold change above about 3.3
APP transl inh: APP translation inhibition; SH-SY5Y APP 5'UTR-luciferase reporter, luminescence; AID 1285; inhibition, % at 2 µM; actives 0.82% (n = 190,000);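 active = inhibition above a set limit, derived from the sample mean plus 3 SD, cut at about 45% in these data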; note: values of inactives mirror those of a sister screen read the other way
TLR4 MyD88 comp: TLR4-MyD88 interaction inhibition in cells; AID 861; inhibition, % at 8.4 µM; actives 0.18% (n = 200,000); HeLa CL3-4 TLR4/MyD88 BLA complementation, FRET ratio; in the data active = inhibition above about 25%;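 note: 0% = vehicle and 100% = reference inhibitor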
Target sequence (O00206 whole entry, looked up): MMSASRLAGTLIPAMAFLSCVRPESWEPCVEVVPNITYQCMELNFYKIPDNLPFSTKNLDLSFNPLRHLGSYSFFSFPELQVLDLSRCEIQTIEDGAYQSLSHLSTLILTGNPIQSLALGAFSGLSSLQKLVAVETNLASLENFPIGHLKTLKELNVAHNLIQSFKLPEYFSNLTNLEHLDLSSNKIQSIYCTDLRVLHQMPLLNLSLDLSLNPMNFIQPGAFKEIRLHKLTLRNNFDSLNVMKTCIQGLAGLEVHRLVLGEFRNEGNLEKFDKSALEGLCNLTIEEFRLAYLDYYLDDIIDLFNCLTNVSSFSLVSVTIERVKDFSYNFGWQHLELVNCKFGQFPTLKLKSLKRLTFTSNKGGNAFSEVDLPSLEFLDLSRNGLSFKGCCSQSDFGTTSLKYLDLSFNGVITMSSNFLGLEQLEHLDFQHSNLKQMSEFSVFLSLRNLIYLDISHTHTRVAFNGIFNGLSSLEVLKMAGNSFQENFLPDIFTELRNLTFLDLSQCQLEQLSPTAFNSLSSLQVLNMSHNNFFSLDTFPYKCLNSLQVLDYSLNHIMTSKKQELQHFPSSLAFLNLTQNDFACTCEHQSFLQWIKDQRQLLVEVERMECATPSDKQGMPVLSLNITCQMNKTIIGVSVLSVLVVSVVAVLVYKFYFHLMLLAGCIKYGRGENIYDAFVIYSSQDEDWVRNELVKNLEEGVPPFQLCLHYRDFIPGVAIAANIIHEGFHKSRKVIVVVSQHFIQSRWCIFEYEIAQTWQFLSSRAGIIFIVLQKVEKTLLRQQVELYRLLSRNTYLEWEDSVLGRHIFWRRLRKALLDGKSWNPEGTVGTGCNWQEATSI
Target sequence (Q99836 whole entry, looked up): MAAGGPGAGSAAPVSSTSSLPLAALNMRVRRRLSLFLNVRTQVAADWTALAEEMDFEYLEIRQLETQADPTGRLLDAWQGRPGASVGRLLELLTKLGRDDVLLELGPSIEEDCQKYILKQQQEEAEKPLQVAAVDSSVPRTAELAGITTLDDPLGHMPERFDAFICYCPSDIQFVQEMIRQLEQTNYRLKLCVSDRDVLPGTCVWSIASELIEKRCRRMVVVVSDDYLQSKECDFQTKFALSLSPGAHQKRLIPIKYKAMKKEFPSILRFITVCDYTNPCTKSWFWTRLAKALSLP
Diaph act CS: activates diaphorase or chemically reduces, flagging diaphorase assay artifacts. actives 0.005% (n = 190,000). AID 1229. activation factor at 20 µM. Diaphorase/resazurin coupled assay, resorufin fluorescence, 16 min; stronger effect = higher value; 1 = vehicle wells, 0 = NADH-free wells;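 active = diaphorase activity raised at least twofold by the compound at 20 µM; inactive = activation factor below 2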
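Material: Purified diaphorase enzyme from Clostridium kluyveri | Buffer or medium: 50 mM HEPES pH 7.4 with 4.542 mM MgCl2, 0.005% Tween 20 | Times: 16 min enzyme reaction, ambient temperature | Signal: Red resorufin fluorescence at 544/590 nm excitation/emission | Measure: Increased resorufin signal from activators or reducing compounds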
STAT1 activator: STAT1 signaling activation; activation (% of control), % at 5.5 µM; actives 2.6% (n = 200,000); NIH 3T3 STAT1-luciferase reporter, IFN-gamma, luminescence; 100% = IFN-gamma alone, no compound; AID 932;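 active = activation above the screen-wide mean activation plus 3 SD, cut at about 130% in these data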;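 note: raw ratio to IFN-gamma control signal so 100% means no change and 0% no light; values of inactives mirror those of a sister screen read the other way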
FLuc inh counter: Photinus pyralis luciferase inhibition counter-screen. P08659. ATPLite firefly luciferase biochemical luminescence, 10 min. inhibition, % at 10 µM. actives 1.5% (n = 200,000). AID 1006;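 active = inhibition above about 50% when tested at 10 µM, limit read from the data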
G6PDH counter: counter-screen for G6PDH assay hits: L. mesenteroides G6PDH inhibition. Purified L. mesenteroides G6PDH, diaphorase/resazurin coupled fluorescence, 45 min. inhibition, % at 5 µM. actives 0.12% (n = 200,000). AID 1020; in the data active = inhibition above about 50%
The depositor's hits bear a star; . = not tested or not shown; & = joins results of further samples. No enrichment for hits. Share with any hit: about 5.6%.

Values run as follows: Diaph inh CS	FLuc act counter	APP 5'UTR act	NF-kB expr up	APP transl inh	TLR4 MyD88 comp	Diaph act CS	STAT1 activator	FLuc inh counter	G6PDH counter
> O=C(OCc1nnc(-c2ccccc2)o1)c1ccc2c(c1)C(=O)N(CCc1ccccc1)C2=O
 : 6	1.1	7	0.94	-7	9	0.9	100	-10	9
> O=C(Oc1ccc([N+](=O)[O-])cc1)c1cccnc1
 : 15	1	4	1.1	-4	19	0.9	104	-3	7
> Cc1cccc(NC(=S)N2N=CCC2c2ccccc2)c1 (stereo unspecified)
 : -3	0.9	14	1.8	-14	-4	1	116	8	4
> COc1ccccc1/C=C/C=N/NC(=O)CN1CCN(S(=O)(=O)c2ccc(C)cc2)CC1
 : 27	1.1	22	1.3	-22	-2	0.7	98	-7	-64
> O=C(NCc1cccnc1)c1ccc(=O)oc1
 : 8	1	8	1.4	-8	9	0.9	107	-5	2
> Cc1cc(C)c[n+](-c2nc3ccccc3nc2C(=C=[N-])C#N)c1
 : 7&17	1&1.1	3&-10	4.4*	-3&10	-10&0	0.9&0.8	97&100	-3&-6	-2&6
> O=C(c1cc2ccccc2o1)c1nc2c(n1O)CCCCC2
 : 16	0.6	26	1.1	-26	11	0.8	111	37	10
> CCCCSc1nc(C)nc2c1c(=O)n(C)c(=O)n2C
 : -2	1	-4	1.4	4	3	1	111	0	-24
> Cc1ccc(CNc2oc(C)nc2C#N)cc1
 : 7	1.1	-4	0.96	4	-9	0.9	95	-10	12
> Cc1cc2c(OCC(O)CN3CCCCC3)cccc2[nH]1 (stereo unspecified)
 : 7	1	5	1	-5	-6	0.9	100	-3	3
> Cc1c(C(=O)C(=O)NCCc2ccc(S(N)(=O)=O)cc2)c2ccccc2n1C
 : 6	1.1	-2	0.84	2	-14	0.9	104	-6	12
> CCCCOc1ccc(C(=O)N/C(=C\c2cccc([N+](=O)[O-])c2)C(=O)OCc2ccco2)cc1
 : 9	1.1	.	1	.	-4	0.9	103	-9	-7
> O=C(c1ccc(Cl)cc1)c1cnc(Nc2ccccc2Cl)s1
 : 5	0.4	116	3.2	-116	2	1	145*	58*	2
> COc1ccc(N2CCN(C(=S)NC(C)c3ccccc3)CC2)cc1 (stereo unspecified)
 : 11	1	-3	0.86	2	-8	0.9	96	-4	-3
> O=c1c2ccsc2ncn1Cc1ccc(Cl)cc1
 : 14	1.1	12	1.1	-12	-4	0.9	90	-6	2
> O=C(COC(=O)CCS(=O)(=O)c1ccc(Cl)cc1)NCCc1ccccc1
 : 26	1.1	12	0.87	-12	5	0.7	102	-6	-9
> CCOC(=O)CN(c1ccccc1)S(=O)(=O)c1ccc(F)cc1
 : 7	1	21	1.1	-21	4	0.9	104	1	-2
> CCOc1ccc(CNC(=O)c2ccc(Sc3ccc(Cl)cc3)c(NC(C)=O)c2)cc1
 : 19	1.1	-1	0.78	1	-4	0.8	98	-7	2
> COc1ccc(N(CC(=O)Nc2cccc(C)c2C)S(=O)(=O)c2c(C)n[nH]c2C)cc1
 : 3	1.1	8	0.84	-8	1	1	100	-7	2
> COc1cccc(CN=C2Nc3ccccc3CS2)c1
 : 9	0.8	111	3.9*	-111	-1	0.9	147*	25	2

One compound at a time, from the list above:
O=C(COC(=O)CCS(=O)(=O)c1ccc(Cl)cc1)NCCc1ccccc1 across the screens: Diaph inh CS: 26; FLuc act counter: 1.1; APP 5'UTR act: 12; NF-kB expr up: 0.87; APP transl inh: -12; TLR4 MyD88 comp: 5; Diaph act CS: 0.7; STAT1 activator: 102; FLuc inh counter: -6; G6PDH counter: -9
Cc1cc(C)c[n+](-c2nc3ccccc3nc2C(=C=[N-])C#N)c1 across the screens: Diaph inh CS: 7&17; FLuc act counter: 1&1.1; APP 5'UTR act: 3&-10; NF-kB expr up: 4.4*; APP transl inh: -3&10; TLR4 MyD88 comp: -10&0; Diaph act CS: 0.9&0.8; STAT1 activator: 97&100; FLuc inh counter: -3&-6; G6PDH counter: -2&6

(cont.)
Values run as follows: Diaph inh CS	FLuc act counter	APP 5'UTR act	NF-kB expr up	APP transl inh	TLR4 MyD88 comp	Diaph act CS	STAT1 activator	FLuc inh counter	G6PDH counter
> CCCCC(=O)Nc1ccc(C(=O)c2ccccc2)cc1
 : 11	1	34	1.5	-34	-20	0.9	117	-2	4
> O=C(O)Cn1nc(-c2ccc(F)cc2)oc1=O
 : 2	1.1	4	1	-4	4	1	101	-10	1
> N#Cc1ccccc1/C=N/Nc1nc(-c2ccccc2)c2cc(Br)ccc2n1
 : 9	1	-1	0.88	1	7	0.9	90	-4	7
> CCOC(=O)CNC(=O)CN1CCCN(S(=O)(=O)c2ccc(Br)s2)CC1
 : 6	1	12	1.1	-12	3	0.9	100	-4	17
> CC(C)C[C@H](NC(=O)c1nc[nH]c1C(=O)N1CCN(C(=O)OC(C)(C)C)CC1)C(=O)OC(C)(C)C
 : 12	1	-52	0.86	52*	-2	0.9	92	-1	14
> CCN1CCCC1Cn1cnc2c([nH]c3ccc(C)cc32)c1=O (stereo unspecified)
 : 5	1.1	15	1.8	-15	0	0.9	106	-8	4
> Fc1ccc(NC(=S)Nc2ccccc2N2CCOCC2)cc1Cl
 : 10	1.1	17	1.1	-17	-5	0.9	90	-8	6
> O=C1CC(c2ccccc2F)c2cc3c(cc2N1)CCC3 (stereo unspecified)
 : 10	1.1	-64	1.2	64*	15	0.9	100	-6	6
> O=C(O)CC1Oc2ccc(Cl)cc2NC1=O (stereo unspecified)
 : 8	1.1	6	0.94	-6	-9	0.9	102	-7	-11
> CCN(CC(=O)NC1CCS(=O)(=O)C1)c1nc(-c2ccccc2)nc2ccccc12 (stereo unspecified)
 : 12	1	-2	0.91	2	-8	0.9	104	-3	-3
> Nc1c([N+](=O)[O-])cnnc1-c1ccccc1
 : 5	1	11	1.2	-11	-4	0.9	92	-5	-2
> CC(C)N1CCC2(CC1)C(C#N)=C(N)NC(S)=C2C#N
 : 14	1	1	0.95	-1	4	0.9	97	-2	-2
> COC1=C/C(=C/c2c(N)n3cc(C)sc3nc2=O)C=CC1=O
 : 2	0.7	10	1.4	-10	7	1	102	29	-2
> O=C(O)c1ccc(Nc2nc(-c3ccccc3)cs2)cc1
 : 11	0.9	126	4.7*	-126	0	0.9	145*	8	-3
> COc1ccccc1CNc1ccc(CNc2ncn[nH]2)cc1
 : 8	1	-6	5.3*	6	2	0.9	102	-3	4
> O=C(Nc1cccc([N+](=O)[O-])c1)Nc1cccs1
 : 21	0.9	-1	1.1	1	-7	0.8	83	14	3
> COc1ccc(C(=O)N2CCOC2CNC(=O)C(=O)NCc2ccc3c(c2)OCO3)cc1 (stereo unspecified)
 : 12	1	5	1	-5	-8	0.9	95	-4	4
> O=C(c1cccs1)N1CCC(c2ccccc2)C1 (stereo unspecified)
 : 14	0.8	68	2.4	-68	1	0.9	135*	19	2
> COc1ccc(-c2nnn(CC(=O)N(CC3CCCO3)C(C(=O)NC(C)(C)C)c3ccco3)n2)cc1OC (stereo unspecified)
 : 11	1	5	1.1	-5	8	0.9	84	-2	4
> COc1cc(COc2ccc3c(C)c(Cc4ccccc4)c(=O)oc3c2)cc(OC)c1OC
 : 15	1	-8	0.97	8	-11	0.9	98	-3	-50
> Cc1cccnc1NC(=O)CSc1nnc(Cc2ccccc2)o1
 : 3	1	-25	1.2	25	-1	1	100	-1	5
> COc1cc(C(C)=O)ccc1COc1ccc(C(=O)OC(C)C(=O)NC(N)=O)cc1OC (stereo unspecified)
 : 23	1.1	11	1.2	-11	-1	0.8	102	-5	-52
> CC1(C(=O)NC2CCCCCCC2)CCC(=O)N1CCN1CCOCC1 (stereo unspecified)
 : 4	1.1	3	1.1	-3	9	1	105	-11	5
> CCC1CCCCN1Cc1ccc(OC)c(C)c1 (stereo unspecified)
 : 6	1	3	1.1	-3	-8	0.9	99	-2	3
> CCC(C)C(Nc1ccc(C(=O)OC)cc1[N+](=O)[O-])C(=O)OC (stereo unspecified)
 : 4	1	-10	1.1	10	-5	1	103	-4	-3
> CC(C)CNC(=O)c1cccc(NC(=O)COc2ccc([N+](=O)[O-])cc2)c1
 : 6	1	10	1.2	-10	-2	0.9	80	4	9
> COc1cccc2sc(Nc3nc(-c4ccccn4)cs3)nc12
 : 35	0.9	-84	0.86	84*	2	0.6	136*	6	15
> CCOc1ccc(NC(=S)NC2CC3CCC(C2)N3Cc2ccco2)cc1 (stereo unspecified)
 : -2	1	8	1.1	-8	1	1	103	2	8
> Brc1ccc(-c2cnco2)cc1
 : 11	1	3	1.4	-3	0	0.9	102	-5	13
> Cc1cccc(-n2ncc3c(N(CCO)CCO)ncnc32)c1
 : 11	0.8	73	1.8	-73	-5	0.9	130*	20	4
> COc1cccc(-c2nn(-c3ccccc3)cc2/C=C(\C#N)C(=O)NCCCn2ccnc2)c1
 : -4	1	-15	0.7	15	-1	1	106	-4	-2
> Cc1nnc2ccc(-c3ccc(NC(=O)c4cccnc4Cl)cc3)nn12
 : 13	1	-10	1.1	10	-7	0.9	85	-2	3
> Cc1ccc(-c2nc(CS(=O)CC(=O)NCCN(CC(C)C)CC(C)C)c(C)o2)cc1 (stereo unspecified)
 : 1	1	2	0.63	-2	6	1	95	4	35
> Cc1nc(-c2cccs2)ccc1C(=O)O
 : 1	1	-2	0.93	2	-10	1	102	-5	-5
> O=S(=O)(c1ccccc1)N1CCN(C(=S)NCc2ccccc2)CC1
 : 29	1	-1	0.91	1	-7	0.7	99	-4	6
> Cc1ccc(S(=O)(=O)N2CCC(NC(=O)c3ccccc3)CC2)cc1
 : 3	1	-8	1.3	8	-2	1	104	0	22
> Cc1ccc(S(=O)(=O)N(C)Cc2ccc(C(=O)N/N=C/c3ccc(OC(F)F)cc3)cc2)cc1
 : -8	1	-5	1.3	5	4	1.1	98	0	11
> N#C/C(=N\Nc1cccc(F)c1)C(=N)N1CCCCCC1
 : 0	0.4	150*	5.2*	-150	-5	1	145*	62*	7
> O=C(/C=C/c1ccccc1[N+](=O)[O-])NCc1cccnc1
 : 6	1	1	0.91	-1	-8	0.9	100	0	-8
> CSc1nsc(SC)c1NC(=O)OC1CCCCC1
 : 8	1	-4	1.6	4	3	0.9	100	-1	1
> Cc1ccc(S(=O)(=O)N2CCC(C(=O)Nc3nnc(-c4ccco4)s3)CC2)cc1
 : 11	1	1	0.94	-1	4	0.9	103	0	6
> CCc1nnc(NS(=O)(=O)c2ccc(NC(=O)/C=C/c3ccc(OC)cc3OC)cc2)s1
 : 29	1.1	-8	1.3	8	4	0.7	104	-7	-4
> O=[N+]([O-])c1ncn(Cc2ccccc2Cl)n1
 : 19	1	-27	0.99	27	-19	0.8	98	-2	1
> COc1ccc(C2C3=C(CC(C)(C)CC3=O)Oc3ncn(CCO)c(=N)c32)cc1OC (stereo unspecified)
 : 6	1	-17	1.1	17	-10	0.9	95	-4	6
> COc1cccc(CNCCO)c1OCc1ccccc1
 : -18	1	-6	0.95	6	1	1.2	104	-2	12

Screens from PubChem.
